4MU fluor: qHTS Assay for Spectroscopic Profiling in 4-MU Spectral Region. compound autofluorescence, 340/450 nm, 4-MU equivalents; hits give high values. max dye-equivalent concentration, M. 59,000 tested, 11% active; in the data active = max dye-equivalent concentration above about 10 nM; inconclusive = mostly about 1.1 nM to 9.6 nM
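Compounds in 100 mM Tris, pH 8.0, sat 15 min at room temperature before fluorescence was read at 340 nm excitation/450 nm emission; a per-plate six-point 4-MU standard curve converted signals to dye-equivalent concentration at each compound concentration.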
ALOX15 inhib: qHTS Assay for Inhibitors of 15-hLO (15-human lipoxygenase). Polyunsaturated fatty acid lipoxygenase ALOX15 (Homo sapiens), P16050. purified 15hLO-1, xylenol orange hydroperoxide absorbance. Potency, µM (series often up to 57.1 µM), without a hit: at the highest dose activity change, negative = inhibition, usual class: inhibitors. 74,000 tested, 1.4% active; also: potency is read from the fitted curve at half-maximal effect; % is scaled to controls: 0 for no effect and ±100 for the full control effect; nearly all actives have a fitted effect of over 55% in size
Target sequence (P16050 whole entry, looked up): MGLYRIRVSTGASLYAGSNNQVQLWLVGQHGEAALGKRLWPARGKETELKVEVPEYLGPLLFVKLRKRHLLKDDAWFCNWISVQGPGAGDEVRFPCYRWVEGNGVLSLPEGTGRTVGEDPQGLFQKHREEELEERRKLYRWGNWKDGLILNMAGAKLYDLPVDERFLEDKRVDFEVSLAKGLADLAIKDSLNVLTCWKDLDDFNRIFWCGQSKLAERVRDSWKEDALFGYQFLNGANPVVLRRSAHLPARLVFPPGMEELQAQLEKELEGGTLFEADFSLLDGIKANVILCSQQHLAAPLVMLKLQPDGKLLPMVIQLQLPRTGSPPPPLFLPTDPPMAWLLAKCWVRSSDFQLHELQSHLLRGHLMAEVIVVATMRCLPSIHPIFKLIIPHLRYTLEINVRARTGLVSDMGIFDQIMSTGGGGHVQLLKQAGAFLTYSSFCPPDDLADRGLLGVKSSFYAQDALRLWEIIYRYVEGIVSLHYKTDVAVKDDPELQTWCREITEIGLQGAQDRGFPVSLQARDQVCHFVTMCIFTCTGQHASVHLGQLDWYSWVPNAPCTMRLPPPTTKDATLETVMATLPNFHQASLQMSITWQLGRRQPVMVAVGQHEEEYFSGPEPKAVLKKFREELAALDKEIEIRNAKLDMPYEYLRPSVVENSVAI
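Readout: Fe(III)-xylenol orange absorbance, 573-to-405 nm ratio as reaction progress. Enzyme 40 nM purified human 15hLO-1, substrate 50 uM arachidonic acid, 6 min RT after 15 min compound preincubation; Hepes pH 7.5 buffer with Triton X-100.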
Pol III holo inh: qHTS Assay for Inhibitors of DNA Polymerase III Holoenzyme System; reconstituted DNA polymerase III holoenzyme replication, biochemical; Potency, µM (top dose mostly 57.1 µM), for inactives: top-dose activity change, negative = inhibition; 71,000 tested, 0.25% active; AID 603, 2007; also: potency is read from the fitted curve at half-maximal effect; % is scaled to controls: 0 for no effect and ±100 for the full control effect
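Reconstituted *E. coli* holoenzyme (0.35 nM Pol III, 1 nM beta, 154 nM SSB, 2 nM primase) was preincubated with compound for 15 min at RT. Synthesis on 1.4 nM ssM13Gori ran 35 min, then was stopped with PicoGreen/EDTA and read as dsDNA fluorescence.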
Ub-GFP proteasome: Ubiquitin-GFP Assay; Ubiquitin-GFP reporter cells, proteasome inhibition, GFP fluorescence; response scale: untreated = 0%, 10 µM MG-132 = 100%; Potency, µM (series often up to 45.9 µM), inactives show top-dose activation (GFP accumulation), usual class: activators; 67,000 tested, under 10 active; AID 526, 2006; active = well fitted activation curve with a large enough effect, not every such curve was filed as active; inconclusive = small, poorly fitted or top-dose-only effect, or another doubt; inactive = no such curve, though single readings can be large or run the other way; also: potency is read from the fitted curve at half-maximal effect
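U2OS cells expressing ubiquitin(G76V)-GFP, seeded overnight in 0.5% FBS medium, then treated 4 hr at 37 C across 46 uM to 2.9 nM. GFP-positive cells counted by laser cytometry (488 ex/515 em); %activity scaled between basal and 10 uM MG-132.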
GFP derepression: qHTS Assay for Epigenetic Modulators; mouse C127i GFP locus derepression, cytometry, 30 h; Potency, µM (series often up to 46.1 µM), without a hit: top-dose GFP derepression (activation); 68,000 tested, 0.09% active; AID 597, 2007; also: % of control where 0% means no effect
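Read-out is the number of GFP-positive cells, scored as fluorescent objects 20 to 120 um wide, reflecting derepression of a silenced CMV-GFP reporter in murine C127i cells after 30 h compound exposure at 37 C.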
HBB splicing: qHTS Assay for Modulators of Hemoglobin Beta Chain Splicing; HBB splicing reporter cell assay, activation; EGFP reporter with mutant IVS2-654 intron; response scale: normalised to 500 nM splice-correcting PNA; Potency, µM (series often up to 46.1 µM), for inactives: top-dose activation, most hits filed as activators; 65,000 tested, 0.06% active; also: potency is read from the fitted curve at half-maximal effect; 0% is about no effect
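HeLa cells stably expressing EGFP interrupted by mutant beta-globin intron 2 (IVS2-654), 500/well in 2% FCS. Treated with compound for 2 days at 37C. Splicing correction scored as total well GFP intensity (488 nm excitation, 500-520 nm emission); 500 nM antisense PNA served as control.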
A350 autofl: qHTS Assay for Spectroscopic Profiling in A350 Spectral Region; Compound autofluorescence, 340/450 nm, Alexa 350 dye-equivalents; hits give high values; max dye-equivalent concentration, M; 59,000 tested, 11% active; AID 590, 2007; in the data active = max dye-equivalent concentration above about 10 nM; inconclusive = mostly about 1.1 nM to 9.6 nM
BRCT PPI red: qHTS Assay for Inhibitors of BRCT-Phosphoprotein Interaction (Red Fluorophore). Breast cancer type 1 susceptibility protein (Homo sapiens), P38398. BRCT-phosphopeptide binding, red fluorescence polarization. Potency, µM (highest dose often 76.9 µM), inactives show top-dose activity change, negative = inhibition, most hits filed as inhibitors. 75,000 tested, 0.03% active; also: % is scaled to controls: 0 for no effect and ±100 for the full control effect
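Fluorescence polarization: 100 nM His-tagged BRCA1 BRCT with 100 nM TAMRA-labelled phospho-BACH1 decapeptide, phosphate buffer pH 7.3 with 150 mM NaCl, DTT, 0.01% Tween 20; 12 min RT. Binding inhibition seen as FP decrease.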
Hsp90 Hop PPI: qHTS Assay for Disrupters of an Hsp90 Co-Chaperone Interaction; Hsp90 C-terminal peptide / TPR2A (Hop) interaction, human; AID 595, 2007; Potency, µM (top dose mostly 57 µM), for inactives: at the highest dose activity change, negative = inhibition; 71,000 tested, 0.44% active; AlphaScreen TPR2A-His6 binding biotin-Hsp90 C-terminal peptide; active = well fitted curve in either direction with a large enough effect; inconclusive = small, poorly fitted or top-dose-only effect, or another doubt; also: potency is read from the fitted curve at half-maximal effect; % is scaled to controls: 0 for no effect and ±100 for the full control effect; many of its hits are not listed in these tables
CRE Fsk mod: Cell signaling CRE-BLA (Fsk stim); CHO CRE-bla reporter (cAMP response element driving beta-lactamase), forskolin EC10, beta-lactamase ratio; Potency, µM (doses to about 38.2 µM), for inactives: at the highest dose activity change, negative = inhibition, hits mostly activators; 71,000 tested, 2.5% active; active = well fitted activation curve with a large enough effect in the signal ratio, with a control signal flat, not every such curve was filed as active; inconclusive = small, poorly fitted or top-dose-only effect, or effect the other way, or a change in a side signal; the % refers to the signal ratio; also: potency is read from the fitted curve at half-maximal effect; % of control where 0% means no effect
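Modulation of forskolin signalling: compounds in titration series added with EC10 NKH 477 to CHO cells carrying a CRE-driven beta-lactamase reporter, 3 h, 37C. CCF4 FRET ratio (460/530 nm, ex 405 nm) gives %activity and AC50.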
BRCT inh green: qHTS Assay for Inhibitors of BRCT-Phosphoprotein Interaction (Green Fluorophore) | AID 875, 2007 | 75,000 tested, 0.05% active | Breast cancer type 1 susceptibility protein (Homo sapiens), P38398 | BRCA1 BRCT-phosphopeptide binding, green fluorescence polarization | Potency, µM (series often up to 76.9 µM), for inactives: at the top dose activity change, negative = inhibition, most hits filed as inhibitors;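 also: potency is read from the fitted curve at half-maximal effect; plate controls were peptide without protein for full effect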
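Fluorescence polarization: His-tagged BRCT (~35 kDa BRCA1 C-terminus, 250 nM) bound to 100 nM fluorescein-labeled phosphorylated 10-aa BACH1 peptide, pH 7.3 phosphate buffer with DTT and Tween 20. Compounds incubated 12 min at room temperature; inhibition read as lowered polarization.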
* hit, by the source's call; i = inactive; ? = inconclusive; . = not tested or not shown; & = joins results of further samples; ! = not confirmed by another sample; [ ] = dose if it differs, or a comment. Unless noted, calls follow the shape of the dose curve; as a rule, active = well fitted curve in the direction sought with a large enough effect; inconclusive = small, poorly fitted or top-dose-only effect, or another doubt; inactive = no such curve, though single readings can be large; an effect the other way counts as inactive or inconclusive. These rows are one share of the data (hit frequency here may not be typical).

Below each compound: GFP derepression, BRCT PPI red, Pol III holo inh, 4MU fluor, A350 autofl, CRE Fsk mod, Ub-GFP proteasome, HBB splicing, Hsp90 Hop PPI, BRCT inh green, ALOX15 inhib
(1) C=CCn1c(O)c(C(CC)=Nc2ccc(N(CC)CC)cc2)c(=O)[nH]c1=O
 : -5%, -0.6%, -7%, i, i, ?, -5%, 2.2%[1.84 µM], -6%, -1.3%, 3%
(2) ClC(Cl)c1ccccc1
 : ., 0.3%, 1%, ., ., -7%, ., 1.7%, -7%, -1.8%, -1%
(3) CCCCCCn1c(=O)c(C(=O)Nc2c(C)n(C)n(-c3ccccc3)c2=O)c(O)c2ccccc21
 : -2%, -1.3%, -2%, i, i, 4%, 1%, ., -3%, -1.2%, -3%
(4) CC(=NCc1cccnc1)c1c(O)n(C2CCCCC2)c(=O)[nH]c1=O
 : -2%, -1.7%, -2%, i, i, ?, 3%, 2.8%[1.84 µM], ?, 0.3%, 1%
(5) C1CNC2NCCNC2N1 (centres undefined)
 : -2%, 0.4%, -1%, i, ?, 0%, -2%, ., 0%, 0.7%, 5%
(6) N#CC1=C(N)Oc2c(c(=O)oc3ccccc23)C1c1cccnc1 (centres undefined)
 : -2%, 1.0%, -7%, i, i, ?, -6%, -0.2%[57.5 µM], 2%, -5.5%, 4%
(7) CS(=O)(=O)N1CCC2(CC1)CN(Cc1ccncc1)C2
 : 2%[9.22 µM], -0.3%, -6%, i, i, -5%, -12%, 0.2%, -1%, -1.7%, -3%
(8) CCOC(=O)c1c(C)n(CCN2CCN(C)CC2)c2ccc(OC)cc12
 : 0%, 0.2%, -9%, i, ?, 13%, -1%, ., -3%, -2.3%, -19%
(9) CCCC/C=C/[C@@H](NP(=O)(c1ccccc1)c1ccccc1)c1ccccc1OC
 : ., -1.4%, 6%, ., ., ?, ., -1.6%, 3%, -1.0%, 0%
(10) O=C1C[C@@H]2OCC=C3CN4CC[C@]56c7ccccc7N1[C@@H]5[C@@H]2[C@H]3C[C@H]46 (tested in a mixture with another compound)
 : 2%[9.22 µM], -1.9%[15.4 µM], -6%[11.4 µM], i, i, 6%[7.6 µM], -9%[9.17 µM], 0.6%[9.22 µM], -6%[11 µM], -1.2%[15.4 µM], -1%[11.4 µM]
(11) CC(=O)C1C(=O)NC23CCCCC2C1c1ccccc1O3 (centres undefined)
 : 3%, -0.7%, -1%, i, i, 2%, -13%, 0.3%, -3%, 0.0%, 2%
(12) c1ccc(CCn2nnnc2CN2CCC(n3nnc4ccccc43)CC2)cc1
 : -4%, -0.7%, 2%, i, i, 8%, -2%, ., -1%, -1.4%, 2%
(13) [O]=[Cr](=[O])([OH])[O][Cr](=[O])(=[O])[OH]
 : ., -3.0%&-0.6%&-1.7%, 5µM*!, ., ., ?, ., ?, ?, -2.9%&-1.7%&-1.5%, 0%&-15%&-4%
(14) CCCCN1CCC(C#N)(Nc2ccccc2)CC1
 : -3%, -0.4%, 4%, i, i, ?, 4%, -0.1%[57.5 µM], 1%, 0.0%, 10%
(15) C[N+](C)(C)CC#CCOC(=O)Nc1cccc(Cl)c1
 : -1%, -0.8%, 0%, i, i, -2%, 11%, 1.5%, -4%, 2.1%, 5%
(16) C[C@@](Br)(C(=O)O)[C@H](Br)C(=O)O
 : -2%[9.22 µM], -0.5%[15.4 µM], -5%[11.4 µM], i, i, 13%[7.6 µM], 7%[9.17 µM], 0.7%[9.22 µM], -3%[11 µM], -1.7%[15.4 µM], -4%[11.4 µM]
(17) N#Cc1ccccc1Cn1cc(C(=O)c2cccs2)c2ccccc21
 : 6%, 1.1%, 0%, ?, ?, 4%, 6%, -0.7%, -2%, -1.7%, 8%
(18) Cn1c(O)c(C=NC2CC3CCC2(C)C3(C)C)c(=O)[nH]c1=O (centres undefined)
 : 7%, 0.4%, -1%, ?, ?, ?, 13%, 2.4%, -4%, -1.8%, -1%
(19) COc1ccc(CC[n+]2cc(/N=C(\C)[O-])on2)cc1OC
 : -2%, -0.6%, 2%, i, i, 1%, 5%, 0.4%, 1%, -2.2%, 5%
(20) O=Cc1ccccc1
 : ., 1.2%, 1%, ., ., 11%, ., -0.4%, -3%, -0.8%, 4%
(21) C[C@H]1CN(C2CCC(C#N)(c3ccc(F)cc3)CC2)CC[C@@]1(C(=O)O)c1ccccc1 (some centres undefined)
 : -3%[20.6 µM], 0.8%[34.4 µM], -4%[25.6 µM], i, i, 1%[17.1 µM], -1%[20.5 µM], 0.4%[20.6 µM], -1%[26 µM], 1.5%[34.4 µM], 20%[25.6 µM]
(22) CCCCCCC(C)(C)c1ccc([C@@H]2C[C@H](O)CC[C@@H]2CCCO)c(O)c1
 : -1%, -7.1%, 2%, ., ., ?, 5%, ., -7%, -5.5%, ?
(23) Cc1ccc(O)cc1 (tested in a mixture with another compound)
 : 2%[9.22 µM], -0.3%[15.4 µM], -15%[11.4 µM], i, i, 1%[7.6 µM], -3%[9.17 µM], 2.4%[9.22 µM], 0%[11 µM], 1.9%[15.4 µM], 12%[11.4 µM]
(24) O=C1C2CCN(CC2)C1Cc1ccc(OCCOc2ccccc2)cc1 (centres undefined)
 : 0%, -0.5%, 0%, i, ?, ?, ., -0.8%[0.369 µM], 0%, 0.6%, 3%
(25) C=CCN1C(=O)CSc2ccc(C(=O)N3CCC4(CC3)OCCO4)cc21
 : -4%, 0.2%, -2%, i, i, 27%, 1%, 1.2%[1.84 µM], -2%, -0.9%, 0%
(26) NCCCP(=O)(O)CC1CCCCC1
 : -1%, -1.4%, -1%, ., ., 1%, 4%, ., -6%, 0.3%, -1%[25.6 µM]
(27) CCc1nc(CNC(=O)c2cc(OC)c(OC)c(OC)c2)no1
 : -3%, -0.6%, -7%, i, i, 27%, 0%, 0.2%, -5%, 0.5%, 10µM*
(28) Cc1[nH]nc2c1C1(CCC(c3ccccc3)CC1)C(C#N)=C(N)O2 (centres undefined)
 : 2%, 0.7%, -3%, i, i, -11%, 0%, 0.7%, -3%, 1.1%, ?
(29) CCNc1nc(Cl)nc(NC(C)C)n1
 : ., 1.2%, -6%, ., ., 7.9µM*, ., -0.5%, 0%, -1.9%, -4%
(30) CC(C)(C)C(O)(CCc1ccc(Cl)cc1)Cn1cncn1 (centres undefined)
 : ., -0.7%, 0%, ., ., -10%, ., -1.6%, -2%, -1.6%, 4%
(31) O=C/C=C/c1ccccc1
 : ., 1.0%&-0.1%, 8%&19%, ., ., -7%&-7%, ., 1.4%&-0.9%, 1%&-2%, -0.6%&0.6%, 8%&2%
(32) COc1ccc(NC(=O)N2CC3(CCN(C(=O)Oc4ccccc4)CC3)C2)cc1
 : -2%[9.22 µM], -2.1%, -4%, i, i, -9%, -11%, 3.8%, -7%, 1.4%, -11%
(33) CCOC(=O)c1c(N)n(Cc2ccc(OC)cc2)c2nc3ccccc3nc12
 : -3%, -3.1%, 7%, 1.3e-06M*, 1.8e-06M*, 10µM*, -1%, -0.8%, 17%, 0.9%, -13%
(34) COP(=O)(OC)O/C(=C\Cl)c1cc(Cl)c(Cl)cc1Cl
 : ., -2.0%, 4%, ., ., 1%, ., 0.0%, -2%, -0.8%, -3%
(35) Clc1ccc(C(c2ccc(Cl)cc2)n2cc[n+](C[C@@H](OCc3ccc(Cl)cc3Cl)c3ccc(Cl)cc3Cl)c2)cc1
 : -1%, -0.5%, 27%, i, i, -21%, -7%, -0.2%, -24%, -2.7%, 20µM*
(36) COc1cc(Br)cc(CN2CCN(C)CC2)c1O
 : 0%, 1.3%, 1%, ., ., -2%, 15%, 0.8%, -3%, 0.4%, -12%

Screens: PubChem, National Center for Advancing Translational Sciences (NCATS)
